MPTP inh – inhibitors of mitochondrial permeability transition pore | isolated mouse mitochondria, Ca2+ swelling absorbance, 30 min | inhibition, % at 10 µM | hit rate 1.4% among 360,000;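 active = inhibition of 50% or more, scaled per plate between neutral and stimulator controls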;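 also: 0% = DMSO wells given calcium and 100% = 1 mM EGTA wells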
NLRP3 yeast inh – inhibitors of NALP3 inflammasome in yeast. Yeast reconstituted NLRP3/ASC/caspase-1, beta-gal luminescence, 24 h. inhibition, % at 10 µM. hit rate 0.39% among 330,000. AID 2825;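 active = inhibition of 50% or more; inactive = inhibition below 50%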;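 also: plate controls were induced DMSO wells for no effect and uninduced yeast grown without galactose for full effect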
APJ ag – APJ receptor agonism | P35414 | hit rate 0.11% among 330,000 | activation, % at 20 µM | AID 2520 | CHO-K1 APJ PathHunter beta-arrestin, luminescence; 0% DMSO wells, 100% apelin;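 active = activation more than six SD over the plate average, tested at 20 µM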;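 also: 0% = DMSO alone and 100% = apelin-13 at 10 nM; some results filed as inactive read as strong as hits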
Target sequence (P35414 whole entry, looked up): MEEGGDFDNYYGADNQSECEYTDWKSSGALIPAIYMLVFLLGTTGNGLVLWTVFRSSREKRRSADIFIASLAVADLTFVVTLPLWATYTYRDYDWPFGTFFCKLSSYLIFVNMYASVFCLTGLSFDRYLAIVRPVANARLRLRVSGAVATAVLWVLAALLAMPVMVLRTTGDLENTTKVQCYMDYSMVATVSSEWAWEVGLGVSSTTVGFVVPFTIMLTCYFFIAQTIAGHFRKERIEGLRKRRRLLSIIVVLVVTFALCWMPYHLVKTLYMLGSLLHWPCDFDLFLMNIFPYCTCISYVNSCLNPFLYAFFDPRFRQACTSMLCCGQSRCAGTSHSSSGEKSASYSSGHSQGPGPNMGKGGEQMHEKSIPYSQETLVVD
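Assay system: CHO-K1 cells stably expressing ProLink-tagged human APJ and arrestin–beta-gal acceptor. Compound dosing: 20 µM single point, 1% DMSO. Times: 16-18 h seeding, 90 min dark compound exposure, 60 min detection. Detection: beta-gal luminescence. Evaluation: APJ–arrestin association signal. Controls: negative DMSO alone, positive Apelin-13 at 10 nM.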
GRIN3A LBD mod – modulators (binders) of human NR3A ligand-binding domain | NR3A LBD differential scanning fluorimetry, Tm shift; 0% = protein alone, 100% = glycine-bound protein | Tm shift relative to glycine control, % at 25 µM | hit rate 2.5% among 340,000;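 active = melting temperature shift of at least 10% of the positive control shift, at one fixed dose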
APJ antag – APJ receptor antagonism; P35414; CHO-K1 APJ beta-arrestin complementation, luminescence; inhibition, % at 20 µM; hit rate 0.32% among 330,000; AID 2521;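 active = inhibition above about 40% at 20 µM, limit read from the data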;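 also: cells challenged with 10 nM apelin-13 agonist together with compound; plate controls were apelin-13 plus DMSO wells for no effect and DMSO wells lacking apelin-13 for full effect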
TIM10 inh – TIM10 yeast growth inhibition | hit rate 1.4% among 330,000 | inhibition, % at 10 µM | S. cerevisiae TIM10 strain growth, BacTiter-Glo luminescence, 24 h;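 active = inhibition of 40% or more at the single tested concentration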;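 also: wild-type TIM10 isogenic control strain grown at permissive 25 °C; 0% = DMSO yeast wells and 100% = minimal medium wells without yeast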
MIN6 prolif – induces beta-cell replication in MIN6 cells. MIN6 cells proliferation, ATPlite luminescence, 48 h; cells starved in 0.2% serum; 100% = growth in 10% serum. proliferation, % at 10 µM. hit rate 0.29% among 330,000. AID 2380;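 active = compounds whose signal lies at least 3.5 SD above the mean of all wells on their plate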;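 also: 0% = DMSO-treated cells in low-serum medium and 100% = 10% serum control; some compounds called inactive have numbers as strong as hits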
tim23-1 inh – tim23-1 yeast growth inhibition | hit rate 1.3% among 330,000 | S. cerevisiae tim23-1 growth, BacTiter-Glo luminescence, 24 h | AID 463212 | inhibition, % at 20 µM;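 active = growth inhibition of the mutant yeast at or above 50%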;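 also: temperature-sensitive mutant grown at 25 °C; plate controls were DMSO-treated mutant yeast for no effect and medium wells lacking yeast for full effect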
tim10-1 inh – inhibits growth of tim10-1 mutant yeast | S. cerevisiae tim10-1 ts strain growth, BacTiter-Glo, 24 h | inhibition, % at 20 µM | hit rate 2.2% among 330,000 | AID 463190;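 active = inhibition of at least 40%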;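 also: mutant grown at 25 °C; 0% = DMSO wells with yeast and 100% = wells holding no yeast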
* = called active by the depositor; / = no result given. Hits appear at their usual frequency (roughly 7.2% active in at least one column).

Sample of the layout:
nr | mol | MPTP inh | NLRP3 yeast inh | APJ ag | GRIN3A LBD mod | APJ antag
1 | O=C(CN1CCN(S(=O)(=O)c2ccccc2)CC1)Nc1ccnn1C1CCCC1 | 0.6 | 22 | -2 | 0 | -17
2 | OCCNc1nc(-c2ccccc2)c2ccccc2n1 | -1.2 | 27 | -5 | 2 | -9
3 | COc1ccccc1NC(=O)N1CCc2[nH]c3ccc(F)cc3c2C1 | 1.1 | 18 | 3 | -24 | -12
4 | Cc1c(Cl)ccc(S(=O)(=O)N2CCN=C2c2ccccc2)c1Cl | -0.5 | -4 | -2 | 7 | 9

nr | TIM10 inh | MIN6 prolif | tim23-1 inh | tim10-1 inh
1 | -4 | -4 | -7 | -7
2 | -10 | 0 | 6 | 24
3 | 7 | 1 | 7 | 10
4 | 2 | -1 | 26 | 29

This part in full, from the start:
nr | mol | MPTP inh | NLRP3 yeast inh | APJ ag | GRIN3A LBD mod | APJ antag
1 | O=C(CN1CCN(S(=O)(=O)c2ccccc2)CC1)Nc1ccnn1C1CCCC1 | 0.6 | 22 | -2 | 0 | -17
2 | OCCNc1nc(-c2ccccc2)c2ccccc2n1 | -1.2 | 27 | -5 | 2 | -9
3 | COc1ccccc1NC(=O)N1CCc2[nH]c3ccc(F)cc3c2C1 | 1.1 | 18 | 3 | -24 | -12
4 | Cc1c(Cl)ccc(S(=O)(=O)N2CCN=C2c2ccccc2)c1Cl | -0.5 | -4 | -2 | 7 | 9
5 | COc1ccccc1NS(=O)(=O)c1cccc(C(=O)N/N=C/c2ccc(C)o2)c1 | 0.4 | 5 | 3 | 0 | -24
6 | O=C(NC(=O)c1ccc(F)cc1)Nc1nc(-c2cccs2)cc(C(F)(F)F)n1 | 0.1 | 23 | -2 | -1 | 5
7 | COc1cc(SC)ccc1C(=O)NC(C)C | 0.8 | 10 | 3 | -1 | -14
8 | O=C(O)c1cccnc1Sc1ccccc1Cl | 1.0 | -16 | -2 | 0 | 10

nr | TIM10 inh | MIN6 prolif | tim23-1 inh | tim10-1 inh
1 | -4 | -4 | -7 | -7
2 | -10 | 0 | 6 | 24
3 | 7 | 1 | 7 | 10
4 | 2 | -1 | 26 | 29
5 | 21 | -2 | 18 | -2
6 | 0 | -2 | 13 | -2
7 | -9 | 1 | 0 | 2
8 | -3 | -3 | 2 | -3

Next part:
nr | mol | MPTP inh | NLRP3 yeast inh | APJ ag | GRIN3A LBD mod | APJ antag
9 | Clc1ccccc1/C=C/c1ccnc2ccccc12 | 0.1 | 28 | -1 | -26 | -17
10 | CC1(c2ccc(O)cc2)NC(=O)N(c2ccccc2)N1 (centres undefined) | -0.5 | 9 | -2 | -4 | -7
11 | CCCCC(=O)N/N=C(\C)CC(=O)Nc1ccccc1Br | -2.3 | 12 | -3 | -1 | -4
12 | Cn1nccc1C(=O)Nc1ccc(S(=O)(=O)N2CCCC2)cc1 | -0.3 | 4 | -2 | 0 | -34
13 | Cc1ccc(NC(=O)CSc2nc3ccccc3c(=O)n2CCCC(=O)N2CCCC2)cc1 | 2.2 | -1 | -2 | 1 | -5
14 | COc1ccc(CCN(C)C(=O)CN2C(=O)NC3(CCCCC3C)C2=O)cc1OC (centres undefined) | -0.6 | 10 | -3 | 0 | 9
15 | Cc1ccc(N=Nc2cc(C)ccc2N)cc1 | 3.9 | 14 | -6 | -8 | 32
16 | O=C1Nc2ccccc2Oc2cc([N+](=O)[O-])cc(Oc3ccccc3)c21 | 31 | 19 | -1 | -18 | 8

nr | TIM10 inh | MIN6 prolif | tim23-1 inh | tim10-1 inh
9 | 13 | -2 | 37 | 44*
10 | 3 | -3 | 4 | 13
11 | 20 | 3 | 35 | 17
12 | 4 | -2 | -7 | -12
13 | 15 | -2 | 24 | 17
14 | -4 | 4 | -19 | -4
15 | 14 | -4 | 43 | 25
16 | 38 | 2 | 22 | 33

Next records:
nr | mol | MPTP inh | NLRP3 yeast inh | APJ ag | GRIN3A LBD mod | APJ antag
17 | Cc1ccc(S(=O)(=O)NNC(=O)CCC(=O)Nc2ccc(C)cc2C)cc1 | 0.1 | 5 | 0 | -1 | -8
18 | CCn1c(C)nc2cc(C(=O)OCCC(F)(F)F)ccc21 | 0.7 | 15 | -2 | 0 | 14
19 | O=C(C1CCCO1)N1CCN(C(=S)Nc2ccc(Cl)c(Cl)c2)CC1 (centres undefined) | 47 | -4 | 1 | 3 | -5
20 | Cc1cccc(-n2nnnc2SCC(=O)NC2CCCC2)c1 | -0.3 | 10 | -2 | 0 | 8
21 | CCCCN(C(=O)c1cccc(S(=O)(=O)N(C)c2ccc(C)cc2)c1)c1c(N)n(CCCC)c(=O)[nH]c1=O | 1.4 | 19 | 1 | 0 | 17
22 | O=C(CCn1cnc2ccccc2c1=O)Nc1ccc2c(c1)OCCO2 | 24 | -11 | -4 | -4 | -1
23 | Cc1cc(C)c(C#N)c(N2CCN(CCOc3ccc(Cl)cc3)CC2)n1 | 1.4 | 37 | -2 | -4 | 9
24 | CC(=O)O[C@H]1CC[C@@]2(C)[C@@H](CC[C@@H]3[C@@H]2CC[C@]2(C)[C@@H](C(C)(C)O)C[C@@H]32)C1 | 1.2 | 33 | 12 | -1 | -16

nr | TIM10 inh | MIN6 prolif | tim23-1 inh | tim10-1 inh
17 | 8 | -3 | 6 | 9
18 | 7 | -1 | 24 | 11
19 | 8 | 1 | 16 | 29
20 | 1 | -2 | 22 | 12
21 | -4 | -2 | -17 | -4
22 | -2 | -1 | 7 | 1
23 | 27 | -2 | 36 | 4
24 | 16 | 1 | 28 | -9

Next part
nr | mol | MPTP inh | NLRP3 yeast inh | APJ ag | GRIN3A LBD mod | APJ antag
25 | C=C1CCC[C@]2(C)C[C@H]3OC(=O)C(CNCCN(C)C)[C@H]3CC12 (some centres undefined) | 1.3 | -11 | 0 | -1 | 7
26 | COc1ccc(N2CCOCC2)c(NC(=O)c2cccs2)c1 | -1.2 | 29 | 0 | 2 | -4
27 | CCOc1cccc(OCCCCn2cnc3ccccc3c2=O)c1 | 5.1 | 20 | -4 | 0 | 13
28 | COc1ccc(NC(=O)Cn2c(=O)oc3cc(S(=O)(=O)N4CCCC4)ccc32)c(OC)c1 | -0.5 | 1 | -7 | -2 | 11
29 | Cc1cccc2cc(/C=C3\N=C(c4ccccc4)OC3=O)c(N3CCOCC3)nc12 | 5.3 | 10 | 0 | 0 | -19
30 | COc1ccccc1-c1nnc(SCc2nc3ccccc3[nH]2)n1C | -1.1 | 11 | -2 | -1 | 18
31 | CCN(CC)S(=O)(=O)c1ccc(N2CCOCC2)c(NC(=O)c2ccc(OC)c([N+](=O)[O-])c2)c1 | 1.1 | 18 | -3 | 0 | 10
32 | O=C(O)c1cc2sccc2s1 | / | 3 | -2 | -1 | 8

nr | TIM10 inh | MIN6 prolif | tim23-1 inh | tim10-1 inh
25 | 16 | -1 | 33 | 46*
26 | 9 | -2 | 18 | 8
27 | -13 | -1 | 10 | 5
28 | 8 | 4 | 4 | -16
29 | 6 | -4 | 12 | 28
30 | 4 | -1 | 4 | -9
31 | -13 | -3 | 9 | 5
32 | -10 | -1 | 14 | -4

(more compounds)
nr | mol | MPTP inh | NLRP3 yeast inh | APJ ag | GRIN3A LBD mod | APJ antag
33 | O=C1CSC(=Nc2ccccc2Cl)N1 | -0.2 | 18 | -1 | -3 | 6
34 | CCc1noc(C)c1C(=O)Nc1nc(-c2ccccc2)cs1 | -1.5 | 46 | 11 | -2 | 6
35 | Cc1ccc(S(=O)(=O)N2CCOC2C(Cl)(Cl)Cl)cc1 (centres undefined) | 1.6 | 38 | -6 | -2 | 10
36 | COc1cc(C(=O)NCCOc2ccccc2)cc(OC)c1OC | -0.9 | -7 | -2 | 1 | 2
37 | Cc1cc(C)c(NC(=O)C(C)(C)C)c(Cl)c1 | -5.8 | 16 | -3 | -1 | 9
38 | O=c1cc(C(F)(F)F)[nH]c2c(C(F)(F)F)cccc12 | 64* | 23 | -4 | -5 | -4
39 | CCn1nc(C(=O)Nc2ccc(N3CCOCC3)cc2)c2ccccc2c1=O | -2.4 | -18 | -3 | 0 | -9
40 | CC1(C)Cc2c(cnn2-c2ccccc2)C(NC(=O)CCc2ccncc2)C1 (centres undefined) | -0.3 | 0 | -2 | -1 | 10

nr | TIM10 inh | MIN6 prolif | tim23-1 inh | tim10-1 inh
33 | 4 | -2 | 17 | 13
34 | -10 | 4 | 22 | -5
35 | 24 | -1 | 21 | 7
36 | -11 | -1 | 7 | 2
37 | 3 | -1 | 0 | 2
38 | -6 | -8 | 4 | 12
39 | 12 | -2 | 12 | 19
40 | 5 | 2 | 13 | 14

(cont.)
nr | mol | MPTP inh | NLRP3 yeast inh | APJ ag | GRIN3A LBD mod | APJ antag
41 | Cc1nnc2sc(-c3csc4c3CCCC4)nn12 | 0.3 | -45 | -4 | -2 | -13
42 | CCOC(=O)COc1nc2c(c(-c3ccco3)c1C#N)CCc1ccccc1-2 | 1.1 | 3 | -2 | 0 | 7
43 | COc1cc2[nH]c(=O)n(CCCCCC(=O)NCCCN3CCOCC3)c(=O)c2cc1OC | -1.4 | -24 | -1 | -1 | 0
44 | Clc1ccc(-c2n[nH]c3c2CCCC3)cc1 | 5.8 | 14 | -5 | -2 | 5
45 | CCN(CC(=O)Nc1ccc(NC(C)=O)cc1)C(=O)C1CCC1 | -0.3 | 16 | 7 | 0 | 11
46 | Cc1ccc(S(=O)(=O)CC(=O)Nc2ccccn2)cc1 | -1.5 | 9 | -2 | -1 | -5
47 | Cn1nc(C(=O)OCC(=O)NCCc2ccccc2)c2ccccc2c1=O | 0.1 | 12 | -1 | 0 | 13
48 | COc1ccc(CCNC(=O)C2CCN(C(=O)N(C)C)CC2)cc1OC | 0.2 | -9 | -4 | 2 | 4

nr | TIM10 inh | MIN6 prolif | tim23-1 inh | tim10-1 inh
41 | 5 | 6 | 3 | -2
42 | 20 | -4 | 18 | 19
43 | 5 | -3 | 10 | 3
44 | 41* | 0 | 42 | 24
45 | 4 | 0 | -5 | -15
46 | 12 | 0 | 1 | -20
47 | 4 | -2 | 11 | 12
48 | -2 | 1 | 2 | -7

Additional structures
nr | mol | MPTP inh | NLRP3 yeast inh | APJ ag | GRIN3A LBD mod | APJ antag
49 | Cc1nc(-c2ccc3c(c2)OCCCO3)cs1 | 0.7 | 17 | -1 | 0 | -3
50 | CCc1c(C(=O)NNC(=S)NC2CCCCC2)csc1C | -1.8 | 16 | -5 | 0 | 13
51 | Fc1ccccc1NC(=S)Nc1cccnc1 | 0.5 | 20 | -2 | -1 | 31
52 | Cc1ccc(NC(=O)CSc2ccc(Br)cc2)cc1S(=O)(=O)N1CCOCC1 | 0.4 | 15 | 1 | -3 | 7
53 | O=C(COC(=O)c1n[nH]c(=O)c2ccccc12)c1ccc(Br)cc1 | 1.1 | 18 | -4 | 0 | 24
54 | CCS(=O)(=O)Nc1ccc(C(=O)CC2(O)C(=O)Nc3ccccc32)cc1 (centres undefined) | 0.1 | -4 | 0 | 1 | 11
55 | COc1ccccc1NC(=O)CSc1ccc(-c2ccco2)nn1 | 0.9 | 1 | 6 | 0 | -14
56 | O=C(COC(=O)/C=C/c1ccccc1)NC1CCCCC1 | -0.5 | 0 | -2 | 1 | 20
57 | CC1CCN(C(=O)Cn2cc(C(=O)C3CC3)c3ccccc32)CC1 | -0.9 | 4 | -3 | 1 | 20

nr | TIM10 inh | MIN6 prolif | tim23-1 inh | tim10-1 inh
49 | -9 | -2 | 5 | 4
50 | 4 | 2 | 15 | 21
51 | 1 | 2 | -2 | -6
52 | 4 | -7 | -28 | -1
53 | 24 | -1 | 12 | 24
54 | -1 | 0 | 5 | 10
55 | 16 | 4 | 31 | 23
56 | -3 | -1 | 2 | -8
57 | 0 | 3 | -3 | -3
